# TrxR1 substrate: substrates of rat thioredoxin reductase 1; purified TrxR1 substrate turnover, NADPH consumption readout; Potency, µM (series often up to 114 µM), for inactives: at the top dose activity change, negative = substrate turnover; hit rate 0.01% among 390,000; further: on the % scale 0 is the no-effect control and ±100 the full control effect; nearly all actives have a fitted effect of over 50% in size
#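 Rat TrxR1, dispensed at 90 nM, was prereduced with 400 uM NADPH (final) for 5 min at ~22 deg C, then incubated with compound 15 min before 400 uM selenite. A first-read NADPH fluorescence drop versus no-compound background flagged substrates.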
# Vif-A3F inh: Vif-A3F binding inhibition. HeLa A3F-eYFP + Vif (tagged APOBEC3F with the HIV-1 protein that degrades it), YFP fluorescence increase. Potency, µM (highest dose often 46.1 µM), for inactives: at the highest dose activity, negative = active. hit rate 0.2% among 390,000; further: % of control where 0% means no effect; nearly all actives have a fitted effect of over 65% in size
#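 HeLa cells stably expressing Vif plus C-terminally eYFP-tagged A3F were seeded, incubated overnight at 37 deg C, dosed with compound, incubated overnight again at 37 deg C. Yellow fluorescence (Ex 488/Em 500-530) reported blocked Vif-mediated A3F-eYFP degradation.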
# RXFP1 agonist: activates the human relaxin receptor RXFP1. Q9HBX9. HEK293T-RXFP1 cAMP TR-FRET, 30 min; response scale: percent of porcine relaxin response, buffer zero. Potency, µM (titrated, usually from 57.5 µM), inactives show at the highest dose activation, hits mostly activators. hit rate 0.3% among 370,000. AID 2676; further: on the % scale 0 is the no-effect control and ±100 the full control effect; nearly all actives have a fitted effect of over 60% in size; many of its hits are not listed in these tables
#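 cAMP rise read by TR-FRET after 30 min, 37C compound exposure (up to 58 uM) in RXFP1-transfected HEK293 cells with Ro 20174 present. EC50 from Hill-equation fits, with 29 nM porcine relaxin as 100% and buffer as basal.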
# TrxR1 inh: blocks rat thioredoxin reductase 1; recombinant rTrxR1, NADPH fluorescence consumption, selenite substrate; O89049; AID 588453; hit rate 1% among 390,000; Potency, µM (doses to about 114 µM), without a hit: at the top dose activity change, negative = inhibition, hits mostly inhibitors; further: on the % scale 0 is the no-effect control and ±100 the full control effect; nearly all actives have a fitted effect of over 65% in size
#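 Rat TrxR1 (90 nM in the dispensed reagent) was pre-reduced with 400 uM NADPH for 5 min at room temperature, then incubated with compound for 15 min. After 400 uM selenite was added, NADPH fluorescence (Ex 340/Em 450 nm) was followed for 8 min.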
# Vif-A3G inh: Vif-A3G binding inhibition; hit rate 0.076% among 410,000; HeLa A3G-eYFP + Vif (tagged APOBEC3G with the HIV-1 protein that degrades it), YFP fluorescence, overnight; Q9HC16; Potency, µM (highest dose often 46.1 µM), for the others: at the top dose activity, negative = active, actives largely listed as inhibitors;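 further: on the % scale 0 is the no-effect control and ±100 the full control effect; nearly all actives have a fitted effect of over 60% in size; hits raise eYFP signal because A3G escapes Vif-driven loss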
# Target sequence (Q9HC16 whole entry, looked up): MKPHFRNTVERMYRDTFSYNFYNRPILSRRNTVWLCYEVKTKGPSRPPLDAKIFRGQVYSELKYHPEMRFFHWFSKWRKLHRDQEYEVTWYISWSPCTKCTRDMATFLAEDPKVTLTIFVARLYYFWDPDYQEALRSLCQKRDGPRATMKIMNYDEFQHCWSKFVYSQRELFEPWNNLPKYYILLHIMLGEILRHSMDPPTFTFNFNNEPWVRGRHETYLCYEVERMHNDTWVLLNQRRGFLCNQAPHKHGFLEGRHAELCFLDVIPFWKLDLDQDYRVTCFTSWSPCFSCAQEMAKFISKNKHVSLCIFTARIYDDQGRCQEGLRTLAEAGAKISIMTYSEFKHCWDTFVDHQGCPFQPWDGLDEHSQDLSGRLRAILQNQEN
#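 HeLa cells stably expressing Vif and C-terminally eYFP-tagged A3G, seeded overnight at 37 deg C, then exposed to compound by pintool overnight at 37 deg C. Rise in yellow fluorescence (Ex 488/Em 500-530, Acumen) marks blocked Vif-driven A3G degradation.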
# IDH1 R132H inh: human IDH1 R132H inhibition | O75874 | IDH1-R132H enzyme, NADPH consumption, diaphorase/resazurin fluorescence | Potency, µM (top dose mostly 76.6 µM), without a hit: at the highest dose activity change, negative = inhibition, hits mostly inhibitors | hit rate 0.093% among 390,000 | AID 602179; further: on the % scale 0 is the no-effect control and ±100 the full control effect; nearly all actives have a fitted effect of over 65% in size
# Target sequence (O75874 whole entry R132H, stated change not applied): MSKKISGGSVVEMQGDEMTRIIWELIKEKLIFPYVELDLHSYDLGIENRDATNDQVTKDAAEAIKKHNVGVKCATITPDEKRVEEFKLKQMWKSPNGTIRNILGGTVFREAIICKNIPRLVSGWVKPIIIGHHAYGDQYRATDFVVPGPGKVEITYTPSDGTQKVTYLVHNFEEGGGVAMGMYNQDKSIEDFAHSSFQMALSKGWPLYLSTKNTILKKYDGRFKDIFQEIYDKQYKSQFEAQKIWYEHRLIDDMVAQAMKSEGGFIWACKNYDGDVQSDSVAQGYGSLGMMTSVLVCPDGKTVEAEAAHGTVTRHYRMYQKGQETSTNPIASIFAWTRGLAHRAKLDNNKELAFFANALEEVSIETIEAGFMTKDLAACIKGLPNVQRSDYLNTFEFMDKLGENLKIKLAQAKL
#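 IDH1-R132H (0.5 ug/mL dispensed) in pH 7.5 Tris buffer was preincubated 30 min with compound, then given a substrate mix of 0.016 mM NADPH and 2 mM alpha-KG for 80 min at room temperature; remaining NADPH was read by diaphorase/resazurin fluorescence.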
# RGS4 inh: inhibitors of human regulator of G protein signaling 4. P49798. hit rate 0.039% among 390,000. Potency, µM (titrated, usually from 114 µM), without a hit: at the highest dose activity change, negative = inhibition, hits mostly inhibitors. Transcreener GDP fluorescence polarization, RGS4-accelerated GTP hydrolysis; further: on the % scale 0 is the no-effect control and ±100 the full control effect; nearly all actives have a fitted effect of over 75% in size; some results filed as inactive show a strong effect at the top dose
# Target sequence (P49798 whole entry, looked up): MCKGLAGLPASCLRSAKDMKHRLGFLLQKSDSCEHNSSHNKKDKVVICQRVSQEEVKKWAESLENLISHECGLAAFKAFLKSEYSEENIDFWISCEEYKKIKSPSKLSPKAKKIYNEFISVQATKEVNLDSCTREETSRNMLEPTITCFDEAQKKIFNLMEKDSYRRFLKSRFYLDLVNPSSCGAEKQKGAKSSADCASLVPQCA
#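 MLSMR compounds (23 nl, pin-transferred) preincubated 10 min at room temperature with a 500nM (2x) first reagent, then RGS4 at 900nM (2x) plus Transcreener GDP mix added; fluorescence polarization (620/688 nm) read before and after 90 min at 30 °C.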
# USP1 inh: USP1/UAF1 (human) deubiquitinase inhibition; O94782; recombinant USP1/UAF1, Ub-Rhodamine cleavage fluorescence; Potency, µM (titrated, usually from 57.1 µM), without a hit: at the highest dose activity change, negative = inhibition, most hits filed as inhibitors; AID 743255; hit rate 0.23% among 390,000; further: on the % scale 0 is the no-effect control and ±100 the full control effect; nearly all actives have a fitted effect of over 60% in size; inactives centre near -12
#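 Step one: compound is pinned into 1nM USP1/UAF1 in HEPES pH 7.8 buffer with TCEP. Step two: 15 min room-temperature incubation. Step three: Ub-Rho (150nM final) starts cleavage, tracked by fluorescence over six one-minute reads.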
# ALOX12 inh: ALOX12 (human) lipoxygenase inhibition | hit rate 1.1% among 580,000 | purified 12hLO, xylenol orange hydroperoxide absorbance | P18054 | Potency, µM (titrated, usually from 108 µM), for inactives: at the top dose activity change, negative = inhibition, most hits filed as inhibitors; further: on the % scale 0 is the no-effect control and ±100 the full control effect
#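 Purified human 12hLO (150 nM final) in 25 mM Hepes, 0.01% Triton X-100, pH 7.0 was preincubated 15 min at room temperature with compound. Then 40 uM arachidonic acid was added, 30 min. Hydroperoxide was read by Fe-XO absorbance ratio 573/405 nm.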
# Active calls of the source: *; ? = inconclusive; nt = not tested or not shown; [ ] = another dose, or the depositor's remark. The call rests on the fitted dose curve; in most records, active means well fitted curve in the direction sought with a large enough effect; inconclusive means small, poorly fitted or top-dose-only effect, or another doubt; inactive means no such curve, though single readings can be large; an effect the other way counts as inactive or inconclusive. Potency means the concentration at half of the fitted maximal effect. Only part of the results is shown; the hit share may differ from the screen's.
# Preview:
SMILES,TrxR1 substrate,Vif-A3F inh,RXFP1 agonist,TrxR1 inh,Vif-A3G inh,IDH1 R132H inh,RGS4 inh,USP1 inh,ALOX12 inh
CC(=O)c1nc2ccccc2n1S(=O)(=O)c1ccc(C)cc1,25%,-1%,-0.1%,15%,-3%,-1%,14%,-12%,8%
Cc1ccc(C)c(NS(=O)(=O)c2ccc3c(c2)CCCN3C(=O)C2CCC2)c1,5%[57.1 µM],-3%,-0.2%,16%[57.1 µM],-9%,-2%,9%,?,?

# The listing, repeating the preview:
SMILES,TrxR1 substrate,Vif-A3F inh,RXFP1 agonist,TrxR1 inh,Vif-A3G inh,IDH1 R132H inh,RGS4 inh,USP1 inh,ALOX12 inh
CC(=O)c1nc2ccccc2n1S(=O)(=O)c1ccc(C)cc1,25%,-1%,-0.1%,15%,-3%,-1%,14%,-12%,8%
Cc1ccc(C)c(NS(=O)(=O)c2ccc3c(c2)CCCN3C(=O)C2CCC2)c1,5%[57.1 µM],-3%,-0.2%,16%[57.1 µM],-9%,-2%,9%,?,?
O=C(OCc1cc(=O)n2c(n1)sc1ccccc12)c1ccc(O)cc1O,4%,2%,2.9%,11%,-15%,5%,11%,-10%,-5%
Cc1cccc(/C=N/Nc2cc(N3CCOCC3)nc(N3CCOCC3)n2)c1,-16%,-7%,0.3%,-13%,-17%,?,1%,-2%,0%
Cc1ccc(S(=O)(=O)N(CC(=O)Nc2cccnc2)c2cccc([N+](=O)[O-])c2)cc1,-15%,-10%,0.1%,-19%,?,17%,-21%,-4%,?
O=C(CCCCCn1c(SCc2ccncc2)nc2ccccc2c1=O)NCc1ccco1,3%,-18%,-0.3%,-40%[57.1 µM],1%,-2%,-37%,-22%,?
COC(=O)c1ccc(OC(=O)/C=C/c2ccco2)cc1,1%,-1%,0.1%,6%,-3%,-5%,-6%,?,-12%
Cc1cccc(CC(=O)NC2CCCCCC2)c1,3%,0%,2.5%,16%,0%,-12%,-14%,-13%,-48%
COC(=O)[C@]1(CC(C)C)N[C@H](c2ccc(-c3cccc(Cl)c3)cc2)[C@@H]2C(=O)N(C)C(=O)[C@@H]21,-5%[57.1 µM],8%,0.7%,4%[57.1 µM],1%,-3%,7%,-20%,?
Brc1ccc(C2=Nn3cnnc3SC2)cc1,-15%,4%,4.2%,36%[11.4 µM],2%,0%,-7%,-14%,21%
O=C(Nc1ccnc(-c2cccnc2)n1)c1ccc(Cl)c(Cl)c1,2%[57.1 µM],-7%,2.5%,1%[57.1 µM],0%,1%,6%,6%,2%
Cc1ccc2c(c1)NC(=O)C(CC(=O)Nc1ccccc1Cl)O2 (stereo not given),0%,1%,0.4%,16%,-4%,-2%,-15%,-11%,0%
N/C(=N\OC(=O)c1ccc([N+](=O)[O-])cc1)c1ccc(Br)cc1,7%,14%,-4.3%,26%,-5%,7%,2%,-17%,2%
Cc1cccc(C(=O)Nc2nnc(C3=COCCO3)o2)c1,7%[57.1 µM],?,-0.5%,13%[57.1 µM],1%,-4%,-6%,-1%,3%
O=[N+]([O-])c1cccc(S(=O)(=O)c2cccc([N+](=O)[O-])c2)c1,4%,-2%,4.7%,-14%[57.1 µM],1%,-6%,13%,-13%,2%
N#Cc1ccc(Oc2ccc(/C=N/O)cn2)cc1,6%,-9%,-0.2%,13%,-7%,3%,-2%,-7%,180%[activator]
O=C(N/C(=C/c1cccc([N+](=O)[O-])c1)C(=O)N1CCCCC1)c1ccco1,-5%,-4%,3.1%,-2%,-3%,0%,0%,-22%,-10%
Cc1ccccc1CS(=O)(=O)CCC(=O)NCc1ccc(F)cc1Cl,-5%,-1%,2.1%,12%,3%,-6%,11%[11.4 µM],-11%,3%
O=c1c2sc3ccccc3c2n(Cc2ccc(F)cc2)c(=O)n1Cc1ccccc1,13%,2%,0.4%,14%,4%,6%,10%,-8%,-2%
O=C(C[n+]1ccc(-c2cc(C(=O)Nc3cccc(C(F)(F)F)c3)c3ccccc3n2)cc1)c1cccc([N+](=O)[O-])c1,-3%,-7%,1.7%,8%,1%,10%,-2%,-14%,?
CC(C)CN1CCNC(=O)C1CC(=O)NCCc1cnn(-c2ccccc2)c1 (stereo not given),-17%[57.1 µM],-8%,-0.6%,24%[57.1 µM],-3%,6%,-24%,-19%,?
O=C(NCC(c1cccs1)S(=O)(=O)c1cccs1)c1cccc(F)c1 (stereo not given),-4%[57.1 µM],-9%,-2.8%,9%[57.1 µM],2%,6%,-13%,-14%,0%
O=C(CCl)Nc1cc(S(=O)(=O)N2CCCCCC2)ccc1Cl,-11%,2%,3.5%,7.9µM*,?,0%,-22%,-8%,-22%
COc1ccccc1S(=O)(=O)Cc1ccc(C(=O)NCCCN2CCN(c3ccc(F)cc3)CC2)o1,1%,2%,-0.4%,18%,0%,-6%,6%[11.4 µM],-6%,2%
Cc1noc(C)c1COC(=O)c1ccccc1Sc1ccccc1C#N,-15%,nt,1.6%,-18%,-2%,10%,8%,-19%,-13%
Clc1ccccc1OCc1nn2c(-c3ccncc3)nnc2s1,6%[57.1 µM],-5%,0.2%,-23%[2.29 µM],2%,16%,-32%,-5%,-19%
COc1ccc(OC)c(N2C(=O)CC(Cc3cc(C)cc(C)c3)C2=O)c1 (stereo not given),27%[57.1 µM],-3%,-0.2%,45%[activator][57.1 µM],-3%,7%,-15%,-16%,21%
O=C1COCCOCCOCCOCC(=O)NCCN1,-4%,14%,0.8%,-6%,4%,-3%,-14%,-12%,2%
CCCN(CC1CC1)C(=O)COc1ccccc1C(=O)NCc1ccccc1,-1%,7%,-0.1%,-10%,1%,1%,5%,-16%,0%
O=c1[nH]c2ccc(S(=O)(=O)Nc3ccc(Cl)cc3)cc2[nH]1,-3%,-9%,1.5%,7%,1%,0%,20%,-25%,-2%

# 4 compounds out of the list, sorted by formula weight, smallest number first:
SMILES,TrxR1 substrate,Vif-A3F inh,RXFP1 agonist,TrxR1 inh,Vif-A3G inh,IDH1 R132H inh,RGS4 inh,USP1 inh,ALOX12 inh
O=c1[nH]c2ccc(S(=O)(=O)Nc3ccc(Cl)cc3)cc2[nH]1,-3%,-9%,1.5%,7%,1%,0%,20%,-25%,-2%
Cc1noc(C)c1COC(=O)c1ccccc1Sc1ccccc1C#N,-15%,nt,1.6%,-18%,-2%,10%,8%,-19%,-13%
O=C(NCC(c1cccs1)S(=O)(=O)c1cccs1)c1cccc(F)c1 (stereo not given),-4%[57.1 µM],-9%,-2.8%,9%[57.1 µM],2%,6%,-13%,-14%,0%
O=C(C[n+]1ccc(-c2cc(C(=O)Nc3cccc(C(F)(F)F)c3)c3ccccc3n2)cc1)c1cccc([N+](=O)[O-])c1,-3%,-7%,1.7%,8%,1%,10%,-2%,-14%,?

# Taken from above:
# Under ALOX12 inh, CC(=O)c1nc2ccccc2n1S(=O)(=O)c1ccc(C)cc1 is entered as 8%
# Under USP1 inh, O=C(CCl)Nc1cc(S(=O)(=O)N2CCCCCC2)ccc1Cl is entered as -8%
# Under TrxR1 inh, Cc1ccc(C)c(NS(=O)(=O)c2ccc3c(c2)CCCN3C(=O)C2CCC2)c1 is entered as 16%[57.1 µM]
# Under Vif-A3G inh, Cc1ccccc1CS(=O)(=O)CCC(=O)NCc1ccc(F)cc1Cl is entered as 3%
# Under RGS4 inh, N/C(=N\OC(=O)c1ccc([N+](=O)[O-])cc1)c1ccc(Br)cc1 is entered as 2%

# Further entries follow:
SMILES,TrxR1 substrate,Vif-A3F inh,RXFP1 agonist,TrxR1 inh,Vif-A3G inh,IDH1 R132H inh,RGS4 inh,USP1 inh,ALOX12 inh
Cc1csc(=O)n1CCC(=O)OCC(=O)c1c(N)n(C)c(=O)n(C)c1=O,-12%,5%,25%,-12%,3%,11%,8%,-17%,1%
O=C(COc1cccc(Cl)c1)Nc1ccc2c(c1)CCC2,-13%,1%,-1.8%,-12%,-1%,4%,-8%,-21%,-8%
CCN1/C(=C2/SC(=S)N(C)C2=O)C=Cc2cc(C)ccc21,-1%,-9%,nt,7%,0%,-10%,-1%,-1%,?
CN(Cc1cn(C)nc1-c1cccc(Cl)c1)Cc1nccn1C,9%,7%,-2.3%,23%,-4%,7%,-9%,-23%,0%
O=C(NCc1ccccc1Cl)c1cccc(NC(=O)c2ccccc2)c1,-6%,-1%,0.1%,2%,-11%,-1%,-10%,-20%,13%
Cc1cc2c(SCC(=O)Nc3ccccc3O)ncnc2s1,-1%,5%,nt,6%,-1%,-1%,?,-15%,0%
Oc1cc(O)c2c(c1)O[C@H](c1ccc(O)c(O)c1)[C@H](O)C2,8%[57.1 µM],-7%,-1.5%,3%[57.1 µM],0%,-6%,-4%,2%,?
CCOc1ccc(-c2nc3c(C#N)c[nH]n3c2NC2CCCCC2)cc1,4%,-2%,-1.6%,5%,-3%,-15%,2%,-13%,2%
CN(C)CCNc1nc2sc3c(c2c(=O)n1-c1ccccc1)CCCCC3,4%,4%,0.6%,11%[57.1 µM],2%,4%,-20%,-18%,?

# Source: PubChem
